# Screening results deposited in PubChem by several laboratories.
# cytoskel mod: alters cytoskeleton assembly in HUVEC cells; HUVEC TNFa F-actin phalloidin imaging, high content; inhibition, % at 2 µM; hit rate 0.18% among 91,000; AID 836;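 active = inhibition above the batch mean plus 3 SD and confirmed as a hit by visual image inspection, cut at about 30% in these data, passing the limit was not always enough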; also: strong numbers were not always called active
# H69AR growth 86K: growth inhibitors of human H69AR lung tumor cells | H69AR lung tumor viability, ATP luminescence, 72 h; stronger effect = lower value | viability, % at 10 µM | hit rate 6% among 85,000 | AID 598;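 active = viability at or below 40%; inactive = viability above 40%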;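 also: multidrug resistant small cell line overexpressing MRP-1 efflux transporter; 100% = mean luminescence of untreated control wells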
# IL1B cytotox: HUVEC cytotoxicity counter-screen, IL-1B stimulated. AID 845. HUVEC cell count loss, Hoechst imaging. hit rate 0.41% among 94,000. cell count reduction, % at 2 µM;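 active = cell count reduction more than 3 SD above the screen-wide mean, cut at about 70% in these data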;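 also: normalized per plate to untreated control cells as the no-loss baseline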
# HUVEC inhibit: inhibitors of human endothelial cell proliferation. hit rate 1.1% among 86,000. HUVEC proliferation, CellTiter-Glo luminescence, 72 h; stronger effect = lower value. viability, % at 10 µM (by protocol);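 active = viability at or below 30%; inactive = viability above 30%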;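 also: 100% = median luminescence of DMSO-only cell control wells on each plate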
# TNFa cytotox: HUVEC cytotoxicity counter-screen, TNF alpha stimulated; cell count reduction, % at 2 µM; HUVEC TNFalpha-stimulated, Hoechst cell count, imaging; AID 848; hit rate 0.17% among 93,000;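 active = cell count reduction exceeding the screen mean by over 5 SD, scaled to untreated wells per plate, cut at about 78% in these data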;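 also: cells counted after 24 h of TNF alpha exposure following the 1 h pretreatment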
# VCAM1 TNFa inh: reduces TNF alpha induced VCAM1 expression in HUVEC | hit rate 0.48% among 95,000 | inhibition, % at 2 µM | HUVEC TNFa-induced VCAM-1 immunofluorescence, high-content imaging | AID 802;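 active = inhibition above the batch mean plus 3 SD, with images confirmed as a hit by eye, cut at about 37% in these data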;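 also: 0% = TNF-stimulated DMSO wells and 100% = unstimulated control wells; not every result past the cut was called active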
# Fibroblast inh: blocks proliferation of human lung fibroblasts | LL 47 human lung fibroblast viability, ATP luminescence; stronger effect = lower value | viability, % at 10 µM | hit rate 1.1% among 85,000 | AID 719;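 active = viability at or below 50% in the single dose screen; inactive = viability above 50%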;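 also: compound exposure lasted 72 h before the ATP readout; 100% = median luminescence of untreated cell-only wells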
#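 Test system: LL 47 human lung fibroblasts / Incubation: 72 h compound exposure at 37 °C after overnight plating / Technique: luminescent ATP detection, CellTiter-Glo / Compound dosing: 0.1% DMSO in all compound wells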
# Smad3 inh: Smad3 (human) transcription factor binding inhibition. hit rate 0.29% among 88,000. TR-FRET Smad3/Dy647-FoxH1 peptide binding, europium anti-His. AID 630. inhibition, % at 25 µM. P84022;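 active = compounds that reduce the energy-transfer binding signal between the protein and its labelled peptide by more than half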;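 also: 0% = Smad3 plus labelled peptide maximal FRET and 100% = peptide-only background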
# Pyk2 oligo antag: Pyk2 (human) oligomerization antagonism. z-score (the deposit names both 25 µM and 10 µM). AID 1347419. Q14289. Q293 cells, Pyk2 FERM NanoBiT luminescence; stronger effect = lower value. hit rate 0.83% among 99,000;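 active = Z-score of -3 or lower, scaled per plate to the spread of control and sample wells; inactive = z-score above -3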;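 also: negative z-score means lost luminescence so less FERM oligomerization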
# Target sequence (Q14289 whole entry, looked up): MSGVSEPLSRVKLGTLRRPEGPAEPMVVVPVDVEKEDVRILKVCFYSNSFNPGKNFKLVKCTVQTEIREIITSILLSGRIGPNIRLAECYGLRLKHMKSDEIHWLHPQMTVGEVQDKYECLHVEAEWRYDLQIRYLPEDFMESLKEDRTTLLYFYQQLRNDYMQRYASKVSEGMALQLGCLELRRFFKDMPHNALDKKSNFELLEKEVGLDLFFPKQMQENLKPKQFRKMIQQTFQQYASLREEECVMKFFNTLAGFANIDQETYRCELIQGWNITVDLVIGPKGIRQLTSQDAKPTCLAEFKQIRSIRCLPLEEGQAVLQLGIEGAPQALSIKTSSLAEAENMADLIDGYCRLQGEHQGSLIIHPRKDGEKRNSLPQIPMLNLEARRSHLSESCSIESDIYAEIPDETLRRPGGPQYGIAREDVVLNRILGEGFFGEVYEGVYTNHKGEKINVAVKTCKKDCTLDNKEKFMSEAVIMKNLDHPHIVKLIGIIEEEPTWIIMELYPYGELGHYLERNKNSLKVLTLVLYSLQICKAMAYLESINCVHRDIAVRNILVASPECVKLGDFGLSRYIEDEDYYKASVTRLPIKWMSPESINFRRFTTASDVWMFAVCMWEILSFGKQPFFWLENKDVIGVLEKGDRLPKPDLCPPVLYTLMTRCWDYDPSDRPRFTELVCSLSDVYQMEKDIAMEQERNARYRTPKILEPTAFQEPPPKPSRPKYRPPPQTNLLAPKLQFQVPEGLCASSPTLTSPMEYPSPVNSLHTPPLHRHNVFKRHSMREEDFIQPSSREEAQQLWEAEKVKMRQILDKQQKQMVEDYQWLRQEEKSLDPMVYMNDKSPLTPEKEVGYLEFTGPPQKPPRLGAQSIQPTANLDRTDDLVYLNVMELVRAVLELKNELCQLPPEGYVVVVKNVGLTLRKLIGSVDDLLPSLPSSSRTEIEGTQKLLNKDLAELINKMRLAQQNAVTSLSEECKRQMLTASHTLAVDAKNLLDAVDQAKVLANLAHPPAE
# Active calls of the source: *; x = not tested or not shown; [ ] = dose if it differs, or a comment. These rows are one share of the data; rates above refer to the full screens.
SMILES	cytoskel mod	H69AR growth 86K	IL1B cytotox	HUVEC inhibit	TNFa cytotox	VCAM1 TNFa inh	Fibroblast inh	Smad3 inh	Pyk2 oligo antag
COc1ccc(NC(=O)CNCCC2=CCCCC2)cc1	10	88	-19	97	11	1	89	-18	0.27
Cc1ccc(S(=O)(=O)N2CCN(C(=O)c3cc(=O)[nH]c4ccccc34)CC2)c(C)c1	0	39*	-8	92	12	-8	102	-8	-0.76
Clc1ccc(CSc2nnc(/C=C/c3ccccc3)o2)cc1	0	x	-13	x	-4	11	x	x	-0.38
O=C(COC(=O)c1cccs1)NCc1ccco1	x	93	x	89	x	x	95	5	0.04
N#Cc1nc(Cc2cccc3ccccc23)oc1NCCN1CCCCC1	-18	x	8	x	-28	13	x	x	1.1
CCOC(=O)c1nnn(-c2nonc2-n2cccc2)c1C	-6	89	-23	103	-14	4	98	-4	-0.04
COc1cccc(C2CC(=O)Nc3cc(OC)c(OC)c(OC)c32)c1OC (stereo not drawn)	-5	91	9	93	-8	18	102	0	0.42
CCN(CC(=O)Nc1ccc2c(c1)OCCO2)C(=O)c1cccc(S(=O)(=O)N2CCOCC2)c1	12	101	-69	88	-17	-3	96	12	0.6
O=C(CSc1nccc2ccccc12)N1CCN(c2ccccn2)CC1	6	99	14	76	-10	9	104	-11	x
CC1CC(c2ccccc2)n2nc(NC(=O)c3cccs3)nc2N1 (stereo not drawn)	9	92	-3	107	-19	14	81	2	0.8
CC(C)(C)C(=O)NC1(C(F)(F)F)C(=O)Nc2c1c(=O)[nH]c(=O)n2Cc1ccco1 (stereo not drawn)	x	94	x	96	x	x	102	1	3
CC1(C)Cc2cccc(OCC(O)CNCc3ccccn3)c2O1 (stereo not drawn)	5	x	-37	x	-67	-24	x	x	1.4
N#CCSc1nc2ccc(N3CCOCC3)cc2c(=O)n1CCc1ccccc1	-9	80	x	91	-10	-4	84	11	-1.8
COc1cc(C2Nc3ccccc3C(=O)N2c2ccccc2OC)ccc1O (stereo not drawn)	0	85	-10	114	-24	-16	104	2	-1.1
COc1cc(Cn2c(N)c(C#N)c3nc4ccccc4nc32)cc(OC)c1	-6	42	0	79	-14	6	96	4	-0.63
CN1CCc2c(C#N)c(N3CCCCC3)nc(N3CCOCC3)c2C1	-14	x	-4	x	-18	-4	x	x	x
Cc1cc(C)n(-c2nc3sc4c(c3c3nnc(SCC(N)=O)n23)CC(C)(C)OC4)n1	4	57	6	106	9	1	102	0	0.13
CCOC(=O)C(C)N1C(=O)S/C(=C/c2cc(C)n(-c3ccccn3)c2C)C1=O (stereo not drawn)	2	85	-5	107	5	-8	98	16[fluorescence artefact?]	-1.2
COc1ccc(CCN2C(=O)CCC2(C)C(=O)NCc2cccnc2)cc1OC (stereo not drawn)	-4	93	2	100	1	19	96	0	-0.51
CC(C)c1ccc(C(=O)CC2(O)C(=O)N(CN3CCOCC3)c3ccccc32)cc1 (stereo not drawn)	-57	71	26	88	11	-8	102	5	1
CN(C)CCCN(CCCNC(=O)/C=N/O)Cc1ccccc1	x	106	x	101	x	x	102	7	x
COC(=O)/C=C(\C)NC(=O)c1ccccc1Cl	10	99	-50	96	-18	-10	104	-1	-0.13
CC(C)(C)n1nnnc1C(c1cccnc1)N1CCN(C(=O)c2ccco2)CC1 (stereo not drawn)	-3	x	-23	x	-6	4	x	x	-0.28
O=C(Cn1nnc(-c2ccccc2F)n1)Nc1cccc2ncccc12	3	95	-17	89	-10	-27	97	-10	-0.03
CCn1c(N)nc2c1c(=O)n(C)c(=O)n2C	-5	104	5	104	-3	8	98	2	x
COc1cccc(-n2nc(C(=O)Nc3ccc4c(c3)OCO4)c3ccccc3c2=O)c1	3	89	-56	90	-6	9	109	-8	-2.1
CCOc1ccc(S(=O)(=O)N2Cc3ccccc3CC2C(=O)NCCCn2ccnc2)cc1 (stereo not drawn)	8	85	-3	79	-8	-6	91	5	0.25
CC1(C)CC(=O)C=C(NCCN2CCN(C(=O)Nc3ccc(Cl)cc3)CC2)C1	6	89	-15	96	-1	6	98	-5	0.14
Cc1cc(C(F)(F)F)n2nc(-c3cnn(C)c3C(F)(F)F)c(Cl)c2n1	13	x	-6	x	-13	2	x	x	0.29
CC1CCCC(C(=O)O)N1C(=O)CCSSCCC(=O)N1C(C)CCCC1C(=O)O (stereo not drawn)	x	100	4	94	-11	-13	98	1	0.16

# Shown with each value named: entries from further up.
Compound: CCn1c(N)nc2c1c(=O)n(C)c(=O)n2C
  cytoskel mod = -5
  H69AR growth 86K = 104
  IL1B cytotox = 5
  HUVEC inhibit = 104
  TNFa cytotox = -3
  VCAM1 TNFa inh = 8
  Fibroblast inh = 98
  Smad3 inh = 2
  Pyk2 oligo antag = x
Compound: COc1cccc(-n2nc(C(=O)Nc3ccc4c(c3)OCO4)c3ccccc3c2=O)c1
  cytoskel mod = 3
  H69AR growth 86K = 89
  IL1B cytotox = -56
  HUVEC inhibit = 90
  TNFa cytotox = -6
  VCAM1 TNFa inh = 9
  Fibroblast inh = 109
  Smad3 inh = -8
  Pyk2 oligo antag = -2.1
Compound: CCOc1ccc(S(=O)(=O)N2Cc3ccccc3CC2C(=O)NCCCn2ccnc2)cc1 (stereo not drawn)
  cytoskel mod = 8
  H69AR growth 86K = 85
  IL1B cytotox = -3
  HUVEC inhibit = 79
  TNFa cytotox = -8
  VCAM1 TNFa inh = -6
  Fibroblast inh = 91
  Smad3 inh = 5
  Pyk2 oligo antag = 0.25
Compound: CC1(C)CC(=O)C=C(NCCN2CCN(C(=O)Nc3ccc(Cl)cc3)CC2)C1
  cytoskel mod = 6
  H69AR growth 86K = 89
  IL1B cytotox = -15
  HUVEC inhibit = 96
  TNFa cytotox = -1
  VCAM1 TNFa inh = 6
  Fibroblast inh = 98
  Smad3 inh = -5
  Pyk2 oligo antag = 0.14

# More structures.
SMILES	cytoskel mod	H69AR growth 86K	IL1B cytotox	HUVEC inhibit	TNFa cytotox	VCAM1 TNFa inh	Fibroblast inh	Smad3 inh	Pyk2 oligo antag
COc1ccc(OC)c(C(=O)CSc2nc3cccnc3n2C)c1	-17	85	-4	93	11	5	97	-2	-0.01
Nc1nc(-c2cccnc2)nn1C(=O)CCc1ccccc1	-18	101	-14	92	-26	-1	105	3	0.28
COc1ccccc1NC(=O)C1=C(C)Nc2nnnn2C1c1cccc(Br)c1 (stereo not drawn)	-28	45	-212	69	1	-5	92	-13	-0.38
COc1ccc(-c2nnc(SCC(=O)NCc3cccs3)n2CC(C)C)cc1	-12	101	-6	105	-5	8	104	6	0.83
O=C(CN1CCN(Cc2ccc3c(c2)OCO3)CC1)c1c[nH]c2ccccc12	11	x	-1	x	-2	-4	x	x	0.42
Cc1ccc(NC(=O)CN2C(=O)C(C)Oc3ccccc32)nc1 (stereo not drawn)	-12	101	-33	106	-5	0	98	12[fluorescence artefact?]	-0.35
CCCOC(=O)c1ccc(-c2c(C)noc2-c2ccc(OC)cc2O)o1	3	75	-4	98	0	10	87	8	-2.9
Cc1sc2nc(SCc3ccccc3)n(Cc3ccco3)c(=O)c2c1C	32	96	34	94	1	7	94	7	-0.74
CCC(C)NC(=O)CSc1nc2ccsc2c(=O)n1-c1ccc(OC)cc1 (stereo not drawn)	-10	70	-5	92	-2	13	104	-1	-0.54
N#Cc1cnc(SCC(=O)Nc2ccccc2C(F)(F)F)nc1N	-16	89	16	104	-2	12	102	10	0.21
CCC(=O)N(CCO)Cc1cc2ccc(C)c(C)c2[nH]c1=O	0	x	-10	99	-13	5	96	-6	1
O=C(NC1CCCCC1)NC1CCN(CC(=O)N2CCOCC2)CC1	3	92	-3	92	-13	15	104	10	0.64
NC(=O)c1ccsc1NC(=O)CN1C(=O)C2CC=CCC2C1=O (stereo not drawn)	12	76	12	101	18	-3	107	2	-0.4
C/C(N)=C(/C#N)C(=O)COC(=O)CCSc1ccccc1	2	x	-4	x	x	-6	x	x	-0.47
Cc1ccc(-c2nnc(SCC#N)n2N)cc1	-20	x	-2	x	-20	11	x	x	0.14
CC(C)n1cc(/C=N\NC(=O)c2cc3c(ccc4ccccc43)o2)c2ccccc21	-14	x	8	x	-6	5	x	x	-0.47
c1coc(CNc2nc3nonc3nc2NCc2ccco2)c1	-17	x	-48	70	-16	5	104	-14	0.51
CCOC(=O)c1cc(NC(=O)N2CCOCC2)c(C)nc1C	-8	91	-27	102	-32	-4	99	0	1.3
CSc1nsc(SCC(=O)Nc2cccc(C(C)=O)c2)n1	7	91	-15	92	-14	0	100	-10	0.26
Cc1onc(-c2ccccc2Cl)c1C(=O)Nc1nnc(-c2cccc([N+](=O)[O-])c2)s1	-3	73	-1	82	-23	2	100	-4	x
O=C1CC(c2ccccc2)CC(O)=C1C=NCCN1CCN(C(=S)Nc2cccc(Cl)c2)CC1 (stereo not drawn)	1	95	16	105	15	-22	94	11	0.7
Fc1ccc(-c2nnc(-n3nnc4ccccc43)c3ccccc23)cc1	-4	89	-35	99	11	-2	85	-2	-1.3
FC(F)(F)c1nc(-c2cccs2)ncc1-c1nnnn1-c1ccc(Cl)cc1	-17	x	13	x	-16	-2	x	x	-3.1*
CC(C)(C)c1ccc(-c2csc(NNC3=NCCCCC3)n2)cc1	7	x	14	x	1	7	x	x	-0.32
Cc1cccc(C)c1NC(=O)CCCSc1nnc(-c2ccco2)n1-c1ccccc1	-5	34*	5	87	-16	-5	95	-1	-0.95
COc1ccc(OC)c(N2CC(O)=C(c3nc4ccccc4s3)C2=N)c1	38	80	9	93	-3	14	98	-8	-2.4
Cc1cccc(C)c1OCC(=O)N1CC2(C)CC1CC(C)(C)C2 (stereo not drawn)	-5	92	-7	107	-28	-7	100	0	-0.27
CCOC(=O)Cn1nnnc1C(CC)N(Cc1cccs1)Cc1cc2cc(C)ccc2[nH]c1=O (stereo not drawn)	-23	72	-27	86	-12	8	101	4	0.41
CCOC(=O)c1c(NC(=O)CSc2nc3cccnc3n2C)sc(C(C)=O)c1C	6	50	-14	82	-13	8	82	-18	-0.82
CCOc1cc(S(=O)(=O)NCc2ccc3c(c2)OCO3)ccc1F	13	90	-14	116	-22	-4	100	-14	1.1
COc1ccc(C2=CC(c3cc(OC)c(OC)c(OC)c3)NC(=S)N2)cc1 (stereo not drawn)	-4	46	5	79	-5	15	88	6	-0.38
CC(=O)c1ccc(OCC(O)Cn2nnc3ccccc32)cc1 (stereo not drawn)	-1	82	15	113	-3	2	106	2	0.35
Cc1ccc(C(=O)NC=C(Cl)Cl)cc1	6	104	18	98	-23	-13	94	11[fluorescence artefact?]	0.2
COc1ccc(-c2noc(-c3ccc(Cl)cc3)n2)cc1	-8	83	-9	93	-8	-6	99	-2	x
COc1ccc(S(=O)(=O)Nc2ccc(Cl)cn2)c(C)c1C	-5	97	-6	98	-5	5	96	5	-2.7
CCOC(=O)C1CCN(c2nc(C)nc3c2oc2ccccc23)CC1	x	100	x	102	x	x	98	-8	0.4
Cc1ccc(C)c(N2CCN(C(=O)c3ccc(NS(=O)(=O)c4c(C)noc4C)cc3)CC2)c1	49	x	0	x	-10	12	x	x	-0.39
c1ccc(-c2ccc(-c3csnn3)cc2)cc1	23	x	25	x	-13	-14	x	x	0.29
CN(c1ccc([N+](=O)[O-])cc1C(=O)Nc1ccccc1)C1CCCCC1	17	x	-11	x	-4	-10	x	x	-1.7
CCCNS(=O)(=O)c1ccc(CCC(=O)NCc2cccnc2)cc1	7	97	-1	98	6	-35	105	2	0.41
O=C1Nc2ccccc2C12OCCCCO2	4	100	-12	104	-23	-5	92	20[fluorescence artefact?]	0.26
Cc1ccc2c(c1)nnn2C1CCN(CC(=O)N2c3ccccc3CC2C)CC1 (stereo not drawn)	-6	89	7	89	-22	4	98	6	0.34
O=C(O)CCc1ccc(-c2ccc(Br)cc2)n1CC(=O)O	-1	100	-1	83	13	24	95	4	1.3
